Assay outcomes deposited in PubChem by several laboratories.
PMI act satM6P – activators of human phosphomannose isomerase at near-saturating mannose 6-phosphate | P34949 | coupled PMI enzyme assay, resazurin fluorescence, 20 min; active compounds read high; 1 = untreated enzyme, 0 = substrate-free blank | activation factor at 20 µM | 190,000 compounds, 0.34% hits | AID 1216;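 active means activation factor of 2 or more at 20 µM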
Target sequence (P34949 whole entry, looked up): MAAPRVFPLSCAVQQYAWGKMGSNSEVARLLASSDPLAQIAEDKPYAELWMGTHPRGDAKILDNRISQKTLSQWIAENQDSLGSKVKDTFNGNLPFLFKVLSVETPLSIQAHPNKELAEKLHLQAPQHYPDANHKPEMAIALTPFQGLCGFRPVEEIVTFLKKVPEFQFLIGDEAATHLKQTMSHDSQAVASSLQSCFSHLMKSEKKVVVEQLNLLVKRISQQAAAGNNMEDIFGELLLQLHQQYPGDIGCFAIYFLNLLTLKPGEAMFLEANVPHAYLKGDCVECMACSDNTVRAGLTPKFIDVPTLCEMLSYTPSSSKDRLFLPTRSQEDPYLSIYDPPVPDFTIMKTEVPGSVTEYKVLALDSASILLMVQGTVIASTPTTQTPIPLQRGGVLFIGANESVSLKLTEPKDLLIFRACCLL
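test system = human PMI in coupled enzyme assay | medium = HEPES-buffered pH 7.4 with magnesium and detergent | also added = 1.0 mM mannose-6-phosphate substrate with 0.22 mM NADP+ | compound = 20 µM single dose | times = 20 min incubation at room temperature | measured by = resorufin fluorescence (Ex 544/Em 590 nm) from resazurin via diaphorase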
TNAP inh hiacc – TNAP (human) inhibition, high acceptor; inhibition, % at 20 µM; 200,000 compounds, 0.03% hits; P05186; purified TNAP, CDP-star luminescence, 1 M DEA;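 active means over 50% inhibition of tissue-nonspecific alkaline phosphatase at 20 µM in the single-dose screen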;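 further: plate controls were DMSO wells for no effect and EDTA-quenched wells as full inhibition for full effect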
Target sequence (P05186 whole entry, looked up): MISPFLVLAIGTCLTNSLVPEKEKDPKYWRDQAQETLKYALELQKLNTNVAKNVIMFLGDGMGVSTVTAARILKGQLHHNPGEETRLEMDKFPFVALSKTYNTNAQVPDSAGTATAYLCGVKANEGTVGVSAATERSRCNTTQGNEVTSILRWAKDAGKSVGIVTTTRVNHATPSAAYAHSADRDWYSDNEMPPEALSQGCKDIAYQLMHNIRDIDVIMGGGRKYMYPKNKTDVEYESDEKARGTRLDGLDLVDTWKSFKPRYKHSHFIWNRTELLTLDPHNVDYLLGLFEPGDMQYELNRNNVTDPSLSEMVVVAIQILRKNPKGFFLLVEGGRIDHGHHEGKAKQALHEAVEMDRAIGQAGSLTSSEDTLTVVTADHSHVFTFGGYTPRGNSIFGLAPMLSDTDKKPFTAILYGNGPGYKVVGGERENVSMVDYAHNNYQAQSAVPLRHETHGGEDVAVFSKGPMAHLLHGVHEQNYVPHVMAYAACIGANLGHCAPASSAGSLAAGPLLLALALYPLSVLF
TNAP inh no acc – inhibitors of human TNAP without phosphate acceptor; purified TNAP, CDP-star luminescence, 30 min; inhibition, % at 20 µM; 200,000 compounds, 0.26% hits;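 active means tissue-nonspecific alkaline phosphatase inhibition above about 50% at 20 µM in the single-dose screen, limit read from the data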;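 further: 0% = DMSO negative control and 100% = EDTA positive control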
Diaph act CS – diaphorase activation or chemical reduction counter-screen; AID 1229; 190,000 compounds, 0.005% hits; activation factor at 20 µM; Diaphorase/resazurin coupled assay, resorufin fluorescence, 16 min; active compounds read high; 1 = vehicle wells, 0 = NADH-free wells;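 active means diaphorase activity raised at least twofold by the compound at 20 µM; inactive means activation factor below 2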
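Material: Clostridium kluyveri diaphorase, purified enzyme; Quantity: enzyme 0.07 U/mL final; Medium: HEPES pH 7.4 buffer with MgCl2 and Tween 20; Dosing: single compound dose of 20 µM, 1% DMSO final; Schedule: 16 min reaction at room temperature; Measured by: red resorufin fluorescence at 544/590 nm excitation/emission.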
FLuc stim CS – firefly luciferase counter-screen for stimulation assays; P08659; ATPlite luciferase biochemical, luminescence, 10 min; 0 = ATP-free wells, 1 = DMSO control; activation factor at 10 µM; 200,000 tested, under 10 active; AID 1027;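 active means luciferase activation factor, scaled between plate controls, of at least 2 with compound at 10 µM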
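System: cell-free luciferase reagent; medium: PBS as buffer for the ATP substrate; doses: test compounds dosed from 2 mM stocks in 100% DMSO; incubation: 10 min, room temperature; measured by: luminescence from luciferase reaction; read-out: luciferase activation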
TNAP act hiacc – activators of human TNAP at high phosphate acceptor concentration; P05186; purified TNAP, CDP-star luminescence, 1 M DEA, 30 min; active compounds read high; 0 = EDTA background, 1 = DMSO-only activity; activation factor at 20 µM; 200,000 tested, under 10 active; AID 1136;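 active means activation factor at least 2 at 20 µM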
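Assay system: human TNAP; Input: enzyme diluted 1/800 final; Reagent: CDP-star luminogenic substrate at 100 µM final; Timing: 30 min, room temperature; Signal: luminescence; Evaluation: TNAP activation factor scaled between EDTA and DMSO control wells.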
G6PDH CS – L. mesenteroides G6PDH inhibition counter-screen | Purified L. mesenteroides G6PDH, diaphorase/resazurin coupled fluorescence, 45 min | inhibition, % at 5 µM | 200,000 compounds, 0.12% hits; in the data active means inhibition above about 50%
Diaphorase inh – inhibits diaphorase or chemically oxidizes, flagging diaphorase assay artifacts. diaphorase resazurin-to-resorufin fluorescence, NADH, 16 min; bacterial (C. kluyveri) enzyme, not human. inhibition, % at 20 µM. 190,000 compounds, 0.69% hits. AID 1217;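 active means primary screen inhibition at 20 µM above a set limit, cut at about 50% in these data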;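 further: plate controls were DMSO with full reaction for no effect and wells lacking NADH for full effect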
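material = Clostridium kluyveri diaphorase enzyme | amount = 0.14 U/mL diaphorase, enzyme working solution | schedule = incubation 16 min, room temperature | detection = fluorescence of resorufin formed from resazurin, Ex 544/Em 590 nm | benchmarks = positive control minus NADH, DMSO neutral control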
HMGR II inh – inhibitors of class II HMG-CoA reductase from Enterococcus faecalis; purified E. faecalis HMGR, NADPH absorbance 340 nm kinetic; inhibition, % at 10 µM; 190,000 compounds, 0.41% hits;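 active means inhibition above a set limit, the median over all tested compounds plus 3 SD, cut at about 9.5% in these data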;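 further: enzyme runs in reverse so mevalonate oxidation gives rising NADPH absorbance; 0% = complete reaction with DMSO and 100% = background rate lacking mevalonate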
PMI activator – increases human mannose-6-phosphate isomerase activity | P34949 | AID 1214 | activation factor at 20 µM | 190,000 compounds, 0.005% hits | purified human PMI, coupled resazurin fluorescence, 20 min; active compounds read high; 1 = vehicle control, 0 substrate-free wells;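 active means activation factor of 2 or more at 20 µM, relative to plate controls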
* hit, by the source's call; / = not tested or not shown. Some of the compounds tested; count on the stated rates, not on these rows.

molecule | PMI act satM6P | TNAP inh hiacc | TNAP inh no acc | Diaph act CS | FLuc stim CS | TNAP act hiacc | G6PDH CS | Diaphorase inh | HMGR II inh | PMI activator
C=CCn1c(O)c(N=Nc2c(C)n(C)n(-c3ccccc3)c2=O)c(=O)[nH]c1=S | 0.7 | 19.6 | 11.6 | 1 | 1 | 0.8 | 26.8 | 2.7 | 1.4 | 1
CCOc1ccc(NC(=O)C2C3c4ccccc4C(c4ccccc43)C2C(=O)O)cc1 (configuration not stated) | 1 | -2.0 | -4.5 | 0.9 | 1 | 1 | 6.3 | 10.4 | -2.2 | 1
CC(Cc1ccccc1Sc1ccccc1O)N(C)C (configuration not stated) | 1.1 | -0.3 | 23.8 | 0.8 | 1.1 | 1 | 10.2 | 15.3 | -3.1 | 1.1
Fc1ccccc1CCNCc1cccc(Cl)c1Cl | 0.9 | -0.2 | -3.3 | 0.9 | 1 | 1 | 1.0 | 13.0 | 0.1 | 0.9
O=S(=O)(c1ccc(Cl)cc1)N1CN2CCN(C2)C1 | 0.8 | 0.7 | -4.2 | 1 | 1 | 1 | -1.7 | -3.0 | 1.2 | 0.8
CCC(C)n1c(O)c(/C=N/NC(=O)c2ccncc2)c(=O)[nH]c1=S (configuration not stated) | 1.3 | -2.9 | 74.7* | 0.6 | 1 | 1 | 4.7 | 35.1 | 0.3 | 1.1
O=C1NC(=O)C(=Cc2ccc3c(c2)OCO3)C(=O)N1 | 1 | -4.3 | -19.9 | 0.8 | 1 | 1 | -1.8 | 15.0 | -4.6 | 1
CSc1ncc(/C=C2/C(=O)NC(=O)N(c3ccc(C(C)C)cc3)C2=O)cn1 | 1.2 | -5.3 | -3.4 | 0.9 | 1.1 | 1.1 | 0.7 | 10.6 | -5.2 | 1.1
O=C1NC(=O)C2(Cc3ccccc3N3CCCC32)C(=O)N1c1cccc(Cl)c1 (configuration not stated) | 1.6 | 0.9 | -4.7 | 1 | 1 | 1 | 4.5 | 4.2 | 0.7 | 1.6
C#CCN1C(=O)C2(C(C#N)=C(N)OC(C)=C2C(=O)OCc2ccccc2)c2ccccc21 (configuration not stated) | 0.9 | -4.1 | -6.0 | 0.9 | 1 | 1 | 3.9 | 5.9 | -8.1 | 0.5
OC1(c2cccnc2)CC2CCC(C1)N2Cc1nnnn1Cc1ccccc1 (configuration not stated) | 1.1 | -3.5 | 1.3 | 1.1 | 1.1 | 1 | 13.4 | -8.4 | 0.0 | 1
COc1ccc(C(=O)C2CCCN(Cc3ccon3)C2)cc1OC (configuration not stated) | 1 | -0.3 | -3.4 | 1 | 1 | 1 | 6.6 | -1.4 | 1.2 | 1
Oc1ccc(Br)cc1CN1CCN(c2ccccc2)CC1 | 0.9 | -0.5 | -0.2 | 0.8 | 0.9 | 1 | 1.7 | 18.3 | 3.1 | 0.8
CC(=O)NC1CC2CCC(C1)N2 (configuration not stated) | 0.9 | -0.7 | -6.1 | 0.9 | 1 | 1 | 2.6 | 7.4 | 1.1 | 0.9
c1ccc2c3c([nH]c2c1)CNCC3 | 0.8 | -1.6 | -9.5 | 0.8 | 1 | 1 | 14.1 | 17.0 | 0.7 | 0.8
O=C(c1ccc(-c2ccccc2)c(F)c1)C1CCCN(CCO)C1 (configuration not stated) | 1 | -2.2 | -3.3 | 1 | 1 | 1 | 8.0 | -0.8 | -2.0 | 1
Cc1nc2c(C(=O)N3CCC4(CC3)OCCO4)cnn2c(C)c1Cc1cccc(Cl)c1 | 1.1 | -3.2 | -6.6 | 0.9 | 1 | 1 | 2.7 | 6.8 | 0.2 | 1.2
CCNc1cc(N2CCNCC2)ccc1[N+](=O)[O-] | 0.8 | 13.7 | 11.0 | 1.1 | 1 | 0.9 | 9.3 | -8.3 | -6.8 | 0.9
CC(C)N1CCN(Cc2ccccc2C(F)(F)F)CC1CCO (configuration not stated) | / | -1.7 | -3.3 | / | 1 | 1 | 6.0 | / | -2.7 | /
COc1ccc(-n2c(-c3ccco3)nc3ccccc3c2=O)cc1 | 1 | -1.9 | -5.3 | 0.9 | 1 | 1 | 4.5 | 10.3 | -6.3 | 1

Already shown: entries from further up.
molecule | PMI act satM6P | TNAP inh hiacc | TNAP inh no acc | Diaph act CS | FLuc stim CS | TNAP act hiacc | G6PDH CS | Diaphorase inh | HMGR II inh | PMI activator
CC(=O)NC1CC2CCC(C1)N2 (configuration not stated) | 0.9 | -0.7 | -6.1 | 0.9 | 1 | 1 | 2.6 | 7.4 | 1.1 | 0.9
c1ccc2c3c([nH]c2c1)CNCC3 | 0.8 | -1.6 | -9.5 | 0.8 | 1 | 1 | 14.1 | 17.0 | 0.7 | 0.8
O=C(c1ccc(-c2ccccc2)c(F)c1)C1CCCN(CCO)C1 (configuration not stated) | 1 | -2.2 | -3.3 | 1 | 1 | 1 | 8.0 | -0.8 | -2.0 | 1
Cc1nc2c(C(=O)N3CCC4(CC3)OCCO4)cnn2c(C)c1Cc1cccc(Cl)c1 | 1.1 | -3.2 | -6.6 | 0.9 | 1 | 1 | 2.7 | 6.8 | 0.2 | 1.2
CCNc1cc(N2CCNCC2)ccc1[N+](=O)[O-] | 0.8 | 13.7 | 11.0 | 1.1 | 1 | 0.9 | 9.3 | -8.3 | -6.8 | 0.9
CC(C)N1CCN(Cc2ccccc2C(F)(F)F)CC1CCO (configuration not stated) | / | -1.7 | -3.3 | / | 1 | 1 | 6.0 | / | -2.7 | /
COc1ccc(-n2c(-c3ccco3)nc3ccccc3c2=O)cc1 | 1 | -1.9 | -5.3 | 0.9 | 1 | 1 | 4.5 | 10.3 | -6.3 | 1

Going on with the list:
molecule | PMI act satM6P | TNAP inh hiacc | TNAP inh no acc | Diaph act CS | FLuc stim CS | TNAP act hiacc | G6PDH CS | Diaphorase inh | HMGR II inh | PMI activator
O=C1NC(=O)C2(Cc3ccccc3N3CCCC32)C(=O)N1c1ccccc1 (configuration not stated) | 1.3 | -3.0 | -9.0 | 0.8 | 1 | 1 | 8.0 | 21.6 | -1.3 | 1.3
O=C1NC(=O)[C@]2(Cc3ccccc3N3CCN(c4ccccc4)CC32)C(=O)N1c1ccccc1 (some centres not stated) | 2.1* | -2.5 | -9.2 | 0.9 | 1.1 | 1 | 4.1 | 14.1 | -0.3 | 1.7
CCN1CC2(COC(=O)c3ccccc3N)CCC(OC)C34C5CC6C(OC)CC(O)(C5C6OC)C(O)(C(OC)C23)C14 (configuration not stated) | 1.1 | -6.4 | -16.7 | 1 | 1.1 | 1.1 | 0.7 | 4.8 | -2.4 | 1.1
C/C1=C\[C@@H](C)C/C=C/[C@H]2[C@@H]3O[C@]3(C)[C@@H](C)[C@H]3[C@H](Cc4c[nH]c5ccccc45)NC(=O)[C@]32C(=O)/C=C/C(=O)[C@@H]1O | 0.8 | -8.9 | -3.2 | 0.8 | 1.1 | 1.1 | 19.4 | 20.3 | -2.8 | 1
CCN(CC)c1ccc(/C=N/c2sc3c(c2C#N)C2CCN3CC2)c(O)c1 | 0.9 | 40.8 | 29.2 | 0.8 | 1 | 0.6 | -23.2 | 18.3 | 4.4 | 0.8
c1ccc2c(c1)[nH]c1cnccc12 | 1 | 3.4 | -5.6 | 0.9 | 1 | 1 | 5.3 | 5.3 | -10.0 | 1
CCN(CC)CCNCC(=O)Nc1ccc(Cl)cc1C(=O)c1ccccc1 | 1 | -5.7 | 0.8 | 0.9 | 1.1 | 1.1 | 3.9 | 11.6 | -1.0 | 0.9
Cc1cc2c(C(F)(F)F)cc(=O)oc2c2c1NCCC2 | 1 | -5.0 | -3.8 | 0.9 | 1.1 | 1.1 | 0.6 | 8.4 | 4.4 | 1.1
COCCn1cc(C(=O)N2CCC3(CC2)OCCO3)c2c3ccccc3n(C)c2c1=O | 1 | -3.0 | -8.6 | 0.8 | 1.1 | 1 | 3.2 | 20.7 | -2.0 | 1
Cc1nc2cc(F)ccc2n1C1CCN(Cc2nnnn2CCc2ccccc2)CC1 | 1.1 | -1.7 | -3.6 | 0.8 | 1 | 1 | 2.6 | 18.0 | -4.6 | 0.9
COc1ccc(N=Cc2c(O)n(-c3ccc(C)cc3)c(=O)[nH]c2=O)cc1 | 1 | -0.3 | -3.1 | 1 | 1 | 1 | -0.8 | 4.6 | 0.8 | 1
COC(=O)CNC(=O)c1cn(CCC#N)nc1-c1ccc(F)cc1 | 1 | -4.0 | -8.1 | 0.8 | 1 | 1 | 2.7 | 16.0 | -5.0 | 1
O=S(=O)(c1ccc(Cl)cc1)N1CCCCC1c1cccnc1 (configuration not stated) | 1 | -4.9 | -13.8 | 0.9 | 1.1 | 1 | 3.0 | 6.8 | 5.2 | 1
CC(C)OP(=O)(OC(C)C)C(O)c1ccccc1F (configuration not stated) | 1 | -2.6 | -6.8 | 0.9 | 1.1 | 1 | 3.5 | 6.1 | -3.2 | 1.1
CC1CCCN(C(=O)c2ccc(N3CC4CC(C3)c3cccc(=O)n3C4)c([N+](=O)[O-])c2)C1 (configuration not stated) | 0.9 | 3.9 | 9.4 | 1 | 1 | 1 | 4.8 | 0.0 | 0.0 | 0.9
Cc1ccc(/C=C2/C(=O)NC(=O)N(CCc3ccc(F)cc3)C2=O)s1 | 1 | -3.9 | -11.6 | 0.9 | 1.1 | 1 | -8.4 | 9.9 | 0.5 | 1
CC(=C1C(=O)c2ccccc2C1=O)N1CCN(CCN=Cc2c(O)n(C)c(=O)n(C)c2=O)CC1 | 1.1 | -1.1 | -8.9 | 0.9 | 1 | 1 | 41.0 | 5.0 | -4.9 | 1
Cc1ccc(-n2c(O)c(C=NCc3cccnc3)c(=O)[nH]c2=O)cc1C | 0.9 | -3.0 | -3.6 | 0.9 | 1 | 1 | 2.1 | 13.7 | -5.4 | 0.9
